# NTR1 ag = agonists of NTR1, primary screen, imaging, U2OS cells, beta-arrestin-GFP, high content (AID 493036); P30989; NTR1-U2OS beta-arrestin-GFP spot imaging, agonist mode; activation, % at 20 µM; 330,000 compounds, 0.17% hits;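 active = activation at or above 40% of the spot to cytoplasm intensity ratio, with at least 20 cells analyzed; inconclusive = wells under 20 cells, flagged as cytotoxic or low count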;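 also: 0% = DMSO without peptide and 100% = 100 nM NTR1 peptide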
# Target sequence (P30989 whole entry, looked up): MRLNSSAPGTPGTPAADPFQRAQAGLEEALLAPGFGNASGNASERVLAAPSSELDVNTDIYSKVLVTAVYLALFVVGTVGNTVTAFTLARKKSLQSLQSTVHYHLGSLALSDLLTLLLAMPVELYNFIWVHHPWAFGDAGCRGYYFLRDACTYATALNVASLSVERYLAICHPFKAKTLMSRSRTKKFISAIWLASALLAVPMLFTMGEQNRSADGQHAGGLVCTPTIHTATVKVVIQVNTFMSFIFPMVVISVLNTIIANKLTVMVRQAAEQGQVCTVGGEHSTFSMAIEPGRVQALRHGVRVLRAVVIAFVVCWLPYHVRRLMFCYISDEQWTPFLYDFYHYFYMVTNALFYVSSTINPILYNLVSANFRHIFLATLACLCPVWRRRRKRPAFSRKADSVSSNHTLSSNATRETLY
# WT yeast gro inh = growth inhibition of WT yeast, mitochondrial fusion screen; 190,000 compounds, 2.1% hits; mitochondrial fusion phenotypic screen, WT strain; inhibition, % at 10 µM; in the data active = inhibition above about 58%; tested in S. cerevisiae
# NS5 inhibitors = flavivirus cap methylation enzyme inhibition – biochemical, confirmation dose response, primary screen (AID 588689). Dengue-2 NS5 methyltransferase capping enzyme assay, biochemical; higher % means a stronger effect. one-dose inhibition, % at 25 µM; IC50 in µM for titrated hits. 340,000 compounds, 0.3% hits; in the data active = a potency from the dose series; inconclusive = inhibition above about 29% without an active follow-up result
# GPR35 arrestin U2OS = GPR35 antagonists blocking zaprinast-driven arrestin recruitment, primary screen, imaging, U2OS, beta-arrestin-GFP, zaprinast agonist (AID 2058) | U2OS GPR35 beta-arrestin-GFP translocation imaging, zaprinast antagonism; higher % means a stronger effect | inhibition, % at 10 µM; hits with a dose series show IC50 in µM | 290,000 compounds, 0.052% hits;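 active = inhibition of at least 50% with at least 30 cells and total cytoplasm GFP at most 10,000,000; inconclusive = under 30 cells or total GFP of 10,000,000 plus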
# RSV antiviral HEp-2 = RSV antiviral activity via CPE protection, HEp-2 cells, primary 10 µM value included (AID 2391); HEp-2 cells, RSV-induced CPE inhibition; higher % means a stronger effect; CPE inhibition, % at 10 µM; hits with a dose series show IC50 in µM; 310,000 compounds, 0.13% hits; in the data active = a potency from the dose series; inconclusive = CPE inhibition mostly from about 23% at the one dose, without a potency; inactive = the rest, 99 in 100 with CPE inhibition below about 21%; also: strong numbers were not always called active
# Autophagy HCS = modulators of autophagy | calls only at 10 µM (by protocol) | 190,000 compounds, 0.98% hits | MEF GFP-LC3 puncta imaging; test concentration mostly 10 µM;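 active = percentage of spot-positive cells more than 3 SD above its plate mean, without a fluorescence outlier flag or 80% toxicity; inconclusive = no clear call, values can overlap the other calls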;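 also: spot-positive cell cutoff set from DMSO-treated cells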
# UTI89 phage lysis = inhibition of K1F phage lysis, E. coli UTI89, bacterial capsule biogenesis inhibitors, alamar blue (AID 488966) | inhibition, % at 100 µM, or IC50 in µM where a hit was titrated | 340,000 compounds, 0.02% hits | E. coli UTI89 K1F phage lysis, alamar blue, 2 h; higher % means a stronger effect;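 active = phage lysis inhibition, versus mean bacterial control, above a set limit; inconclusive = no clear call, values can overlap the other calls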;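 also: capsule biogenesis inhibitors block K1F phage lysis so surviving cells raise fluorescence; higher fluorescence means more inhibition of phage lysis; actives were called in the ten point dose series up to 300 µM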
# LYP inhibition = PTPN22 lymphoid phosphatase activity blockers – biochemical, fluorescence intensity, uHTS (AID 1779) | recombinant LYP phosphatase, fluorescence intensity; higher % means a stronger effect | inhibition, % at 11.5 µM, or IC50 in µM where a hit was titrated | 290,000 compounds, 0.054% hits; in the data active = inhibition above about 50%;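 also: plate controls were vehicle with enzyme for no effect and no enzyme for full effect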
# AID2073 = disruptors of CaV2.2 binding to Mint1 – biochemical, HTRF (AID 2073) | HTRF protein-protein interaction, Mint1-CaV2.2; higher % means a stronger effect | inhibition, % at 20 µM, or IC50 in µM where a hit was titrated | 290,000 compounds, 0.19% hits; in the data active = inhibition mostly above about 51%, no sharp cut-off; inconclusive = no clear call, values can overlap the other calls; inactive = mostly below about 53%; also: some results filed as inactive read as strong as hits
# WT yeast gro inh mutant strain = also measured in WT yeast gro inh; calls as there; inhibition, %; mitochondrial fusion phenotypic screen, mutant strain inhibition
# Autophagy HCS cell loss 18 h = further read-out of Autophagy HCS, marked with its call; toxicity, %; measured here: cell loss, nuclei count;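 cell loss after 18 h compound exposure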
# NTR1 ag cell count 20 µM = also measured in NTR1 ag; calls as there; cell count; measured here: cell count, cytotoxicity flag
# * hit, by the source's call; i = inactive; ? = inconclusive; . = no result given; [ ] = remark or other dose.
SMILES,NTR1 ag,NTR1 ag cell count 20 µM,WT yeast gro inh,WT yeast gro inh mutant strain,NS5 inhibitors,GPR35 arrestin U2OS,RSV antiviral HEp-2,Autophagy HCS,Autophagy HCS cell loss 18 h,UTI89 phage lysis,LYP inhibition,AID2073
O=Cc1ccc(OCc2nnsc2Cl)cc1,-1.3,93,-11,12,-1%,-2%,1.0%,i,-5,-0.9%,3%,-9%
CCOC(=O)N1CCN(C(=O)COc2ccc(Br)cc2)CC1,-1.0,47,-5,-3,1%,0%,2.0%,i,-8,0.7%,-6%,12%
Cc1cc(C(=O)CN2C(=O)NC(c3ccccc3)(c3ccccc3)C2=O)c(C)n1Cc1ccccc1,2.4,40,-9,4,-10%,-3%,16%,i,2,0.9%,3%,15%
O=C(CSc1nnc(-c2cccnc2)n1-c1ccccc1)Nc1ccc2c(c1)OCO2,-0.2,39,9,9,-3%,1%,0.3%,i,-2,0.0%,-4%,-7%
Cc1ccccc1-c1cc(C(=O)NCC2CC2)nn1CC1CC(c2cccc([N+](=O)[O-])c2)=NO1 (stereo not given),-2.0,65,.,.,-13%,.,1.1%,.,.,-0.1%,.,.
O=C(/C=C/c1cccc([N+](=O)[O-])c1)c1ccc2c(c1)OCCO2,3.1,50,31,5,-3%,-5%,0.8%,i,33,0.8%,2%,-5%
COC(=O)c1c(C(=O)OC)c(-c2ccccc2)n2c1CS(=O)(=O)C2,-0.2,21,-11,-10,7%,-19%,-0.5%,i,-7,0.7%,-8%,-7%
Cc1noc(C)c1CSc1nnnn1-c1ccc(Cl)cc1,0.8,56,19,7,.,-5%,5.7%,i,-7,0.0%,-1%,-2%
CCOC(=O)C1=C(N)OC2=C(C(=O)CC(C)(C)C2)C1c1ccccc1OC (stereo not given),-1.5,89,8,3,1%,2%,-0.1%,i,8,0.1%,-2%,4%
CCN(C(=O)COC(=O)c1c(-c2ccccc2)noc1C)C1CCS(=O)(=O)C1 (stereo not given),0.1,63,3,2,-4%,5%,5.5%,i,-1,1.1%,-1%,-1%
COc1ccc(C(=O)Nn2c(SCC(=O)c3ccc(Cl)cc3)nc3ccccc3c2=O)cc1,2.0,109,-3,-7,-2%,-8%,3.1%,i,1,-0.1%,-7%,20%
O=[N+]([O-])c1ccc(COc2cccc3cccnc23)cc1,-0.5,47,.,.,4%,-9%,3.1%,.,.,-0.1%,-7%,12%
CCOc1ccc(-n2nc3cc(C)c(N)cc3n2)cc1,6.0,58,.,.,-3%,-28%,21%,.,.,0.1%,-7%,48%
N#C/C(=C/c1ccc(N2CCOCC2)c([N+](=O)[O-])c1)C(N)=O,1.6,39,1,5,1%,2%,-0.2%,i,16,5.2%,-8%,2%
COc1cc(NC(=O)c2ccccc2F)ccc1NC(=O)c1cc2ccccc2o1,16,79,.,.,4%,7%,0.8%,.,.,2.2%,-12%,16µM*
NCCSc1c(-c2ccc(Cl)cc2)[nH]c2ccccc12,10,52,.,.,1%,-1%,1.1%,.,.,4.3%,-4%,49%
O=C(CCN1C(=O)C2C3CCC(C3)C2C1=O)OCC(=O)c1ccc(Cl)cc1 (stereo not given),-0.6,103,.,.,-4%,-6%,0.1%,.,.,-0.1%,-5%,0%
O=C(NCCN1CCCC1)C1CC(=O)N(C2CCCCC2)C1 (stereo not given),1.5,41,-12,-3,-1%,11%,-1.1%,i,10,0.4%,-9%,-5%
COc1cccc(CC(=O)Nc2nc3c(s2)C(=O)CC(C)(C)C3)c1,0.4,37,7,8,-15%,2%,-0.2%,i,14,0.1%,-6%,1%
CC(CCc1ccccc1)NC(=O)COC(=O)c1cccs1 (stereo not given),-1.3,50,-1,0,-5%,2%,-0.5%,i,20,0.2%,-6%,-8%
O=C(Nc1ccc(C(F)(F)F)cc1)C1CCN(S(=O)(=O)c2ccc(N3CCCC3=O)cc2)CC1,2.5,73,.,.,-1%,-2%,17%,.,.,1.3%,0%,-4%
CCSc1nnc(NC(=O)[C@H](C)N2C(=O)C3CC=CCC3C2=O)s1 (stereo not given in full),-1.4,33,13,4,-4%,3%,1.2%,i,-10,0.0%,-8%,12%
COc1ccc(N2CCN(S(=O)(=O)CCNS(=O)(=O)c3ccccc3)CC2)cc1,-0.1,70,.,.,-7%,.,-0.9%,.,.,0.6%[50 µM],.,.
Cc1ccc(Cl)cc1NC(=O)Cn1nc(-c2cccs2)ccc1=O,0.1,44,.,.,-2%,15%,0.2%,.,.,0.1%,-9%,5%
O=C(/C=C/Nc1ccc(Br)cn1)c1cccc(OC(F)F)c1,0.0,52,.,.,-1%,.,2.3%,.,.,0.3%[50 µM],.,.

# Part of the list above in order of molecular weight, lowest first.
SMILES,NTR1 ag,NTR1 ag cell count 20 µM,WT yeast gro inh,WT yeast gro inh mutant strain,NS5 inhibitors,GPR35 arrestin U2OS,RSV antiviral HEp-2,Autophagy HCS,Autophagy HCS cell loss 18 h,UTI89 phage lysis,LYP inhibition,AID2073
O=C(/C=C/Nc1ccc(Br)cn1)c1cccc(OC(F)F)c1,0.0,52,.,.,-1%,.,2.3%,.,.,0.3%[50 µM],.,.
CCOC(=O)N1CCN(C(=O)COc2ccc(Br)cc2)CC1,-1.0,47,-5,-3,1%,0%,2.0%,i,-8,0.7%,-6%,12%
O=C(Nc1ccc(C(F)(F)F)cc1)C1CCN(S(=O)(=O)c2ccc(N3CCCC3=O)cc2)CC1,2.5,73,.,.,-1%,-2%,17%,.,.,1.3%,0%,-4%

# Next section
SMILES,NTR1 ag,NTR1 ag cell count 20 µM,WT yeast gro inh,WT yeast gro inh mutant strain,NS5 inhibitors,GPR35 arrestin U2OS,RSV antiviral HEp-2,Autophagy HCS,Autophagy HCS cell loss 18 h,UTI89 phage lysis,LYP inhibition,AID2073
COc1cccc(-n2nnc3c(=O)n(CC(=O)Nc4cc(C)on4)cnc32)c1,0.5,80,2,3,.,11%,1.9%,i,-20,1.2%,-6%,4%
O=c1cc(CO)oc(CN2CCN(c3cccc(C(F)(F)F)c3)CC2)c1O,-3.5,62,-2,-31,-2%,4%,2.4%,i,-2,4.0%,-7%,-2%
Cc1ccc(S(=O)(=O)Cn2nnnc2C(C(C)C)N2CCN(c3nc4ccccc4s3)CC2)cc1 (stereo not given),0.9,57,24,4,-2%,-14%,12%,i,-2,-0.1%,12%,16%
CS(=O)(=O)Nc1ccc(-c2n[nH]c(=S)n2-c2ccccc2)cc1,0.3,65,-5,-1,1%,-12%,-0.3%,i,0,0.2%,-4%,8%
NC(=O)SCC(=O)Nc1ccc(Cl)c(Cl)c1,0.2,67,12,-11,-1%,21%,2.1%,i,-4,-0.5%,-4%,10%
COc1cc(C(=O)OCc2ccc([N+](=O)[O-])cc2)cc(OC)c1OC,-0.4,79,-1,10,1%,-2%,0.0%,i,-32,-0.1%,-2%,2%
CCC(C)n1[nH]c(=O)cc1N (stereo not given),-0.9,45,7,-6,1%,10%,-0.7%,i,14,3.5%,-9%,?
Cc1cccc(NC(=O)CN2C(=O)c3ccccc3S2(=O)=O)n1,-0.4,67,.,.,-9%,.,-0.1%,.,.,1.6%[50 µM],.,.
CCN(CC(=O)NC1CCS(=O)(=O)C1)S(=O)(=O)c1ccc(C)c(C)c1 (stereo not given),-1.9,53,0,2,-6%,-4%,2.6%,i,6,7.6%,-8%,-2%
O=C(O)C1C2CCC(C2)C1C(=O)Nc1cccc([N+](=O)[O-])c1 (stereo not given),.,.,.,.,0%,12%,1.3%,.,.,-0.4%[50 µM],-4%,12%
CCC(C)NC(=O)C1c2ccccc2C(=O)N1Cc1ccccc1OC (stereo not given),-0.8,80,3,-9,-7%,19%,1.2%,i,20,-0.5%,6%,1%
COc1ccc(CN2CCNC(=O)C2CC(=O)NCc2cn[nH]c2-c2ccccc2)c(F)c1 (stereo not given),0.2,84,.,.,3%,-13%,3.2%,.,.,0.2%,-10%,1%
COc1ccc(OC)c2c(C)cc(NCCN3CCOCC3)nc12,0.0,55,14,-5,-3%,-1%,-0.9%,i,-10,-0.1%,-6%,13%
CC(=O)Nc1cccc(C(=O)N/N=C/c2c[nH]c3ccccc23)c1,1.2,75,.,.,-5%,-2%,3.0%,.,.,0.1%,1%,-3%
CCCCc1nc2sc3c(c2c(=O)[nH]1)CCC3,0.3,30,-9,-6,-1%,1%,1.2%,i,-4,0.0%,-6%,7%
O=C(COc1ccc(F)cc1)Nc1cc(Cl)ccc1-n1cncn1,0.0,63,.,.,-13%,.,-0.8%,.,.,0.6%[50 µM],.,.
Cc1nc2cc(NC(=O)c3ccc(S(=O)(=O)N(C)c4ccccc4)cc3)ccc2o1,9.0,50,.,.,-18%,2%,-1.3%,.,.,-0.1%,-7%,5%
CCOC(=O)c1cc(NC(=O)Nc2nc3ccccc3s2)c(C)nc1C,2.8,76,-16,6,-1%,0%,1.2%,i,11,2.3%,1%,5%
Cc1ccc(-c2[nH]ncc2C(=O)c2ccccc2C)c(O)c1,-2.4,81,.,.,-5%,3%,2.2%,.,.,0.0%,-8%,-5%
CCCN1CCN(C(=O)c2ccc(F)c(S(=O)(=O)N3CCOCC3)c2)CC1,2.5,62,.,.,1%,.,1.6%,.,.,0.5%[50 µM],.,.
O=C(O)c1ccccc1NS(=O)(=O)c1cccc2nsnc12,1.9,54,.,.,10%,0%,0.5%,.,.,0.3%,-2%,9%
c1csc(-c2noc(COc3ccc4c(c3)CCCC4)n2)c1,4.7,66,14,9,3%,-6%,?,i,3,2.5%,4%,7%
CCN(CC)C(=O)Cn1cc(C(=O)C(=O)Nc2ccc3c(c2)OCCO3)c2ccccc21,1.2,57,.,.,-2%,5%,4.3%,.,.,0.2%,-3%,14%
CCOc1ccc(C2c3c(oc4cc(C)c(C)cc4c3=O)C(=O)N2CCCN(C)C)cc1OC (stereo not given),-2.8,39,2,2,1%,6%,0.5%,i,2,1.9%,2%,9%
CCNC(=O)C12CCC(C)(c3nc4cc(C)c(C)cc4nc31)C2(C)C (stereo not given),1.7,40,1,20,-11%,-9%,1.0%,i,13,-1.9%,-3%,-6%
CC(=O)NCC(=O)N1CCCC(C(=O)c2ccc(Oc3ccccc3)cc2)C1 (stereo not given),0.1,88,10,11,-3%,10%,1.0%,i,31,-0.4%,-7%,-4%
CCNC(=S)NNC(=O)CC(C)C,0.1,40,-13,-10,-5%,10%,3.2%,i,-15,0.0%,-4%,-11%

# Some values from the results shown:
# Under GPR35 arrestin U2OS, O=[N+]([O-])c1ccc(COc2cccc3cccnc23)cc1 shows -9%
# Under GPR35 arrestin U2OS, Cc1ccc(-c2[nH]ncc2C(=O)c2ccccc2C)c(O)c1 shows 3%
